PLC-beta3 inh: blocks human PLC-beta3 enzyme activity | Q01970 | Purified PLC-beta3, fluorogenic substrate, fluorescence | inhibition, % at 12.2 µM | hit rate 0.18% among 370,000; in the data active means inhibition above about 11%;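 further: 0% = median of compound wells on plate and 100% = full blocker control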
Target sequence (Q01970 whole entry, looked up): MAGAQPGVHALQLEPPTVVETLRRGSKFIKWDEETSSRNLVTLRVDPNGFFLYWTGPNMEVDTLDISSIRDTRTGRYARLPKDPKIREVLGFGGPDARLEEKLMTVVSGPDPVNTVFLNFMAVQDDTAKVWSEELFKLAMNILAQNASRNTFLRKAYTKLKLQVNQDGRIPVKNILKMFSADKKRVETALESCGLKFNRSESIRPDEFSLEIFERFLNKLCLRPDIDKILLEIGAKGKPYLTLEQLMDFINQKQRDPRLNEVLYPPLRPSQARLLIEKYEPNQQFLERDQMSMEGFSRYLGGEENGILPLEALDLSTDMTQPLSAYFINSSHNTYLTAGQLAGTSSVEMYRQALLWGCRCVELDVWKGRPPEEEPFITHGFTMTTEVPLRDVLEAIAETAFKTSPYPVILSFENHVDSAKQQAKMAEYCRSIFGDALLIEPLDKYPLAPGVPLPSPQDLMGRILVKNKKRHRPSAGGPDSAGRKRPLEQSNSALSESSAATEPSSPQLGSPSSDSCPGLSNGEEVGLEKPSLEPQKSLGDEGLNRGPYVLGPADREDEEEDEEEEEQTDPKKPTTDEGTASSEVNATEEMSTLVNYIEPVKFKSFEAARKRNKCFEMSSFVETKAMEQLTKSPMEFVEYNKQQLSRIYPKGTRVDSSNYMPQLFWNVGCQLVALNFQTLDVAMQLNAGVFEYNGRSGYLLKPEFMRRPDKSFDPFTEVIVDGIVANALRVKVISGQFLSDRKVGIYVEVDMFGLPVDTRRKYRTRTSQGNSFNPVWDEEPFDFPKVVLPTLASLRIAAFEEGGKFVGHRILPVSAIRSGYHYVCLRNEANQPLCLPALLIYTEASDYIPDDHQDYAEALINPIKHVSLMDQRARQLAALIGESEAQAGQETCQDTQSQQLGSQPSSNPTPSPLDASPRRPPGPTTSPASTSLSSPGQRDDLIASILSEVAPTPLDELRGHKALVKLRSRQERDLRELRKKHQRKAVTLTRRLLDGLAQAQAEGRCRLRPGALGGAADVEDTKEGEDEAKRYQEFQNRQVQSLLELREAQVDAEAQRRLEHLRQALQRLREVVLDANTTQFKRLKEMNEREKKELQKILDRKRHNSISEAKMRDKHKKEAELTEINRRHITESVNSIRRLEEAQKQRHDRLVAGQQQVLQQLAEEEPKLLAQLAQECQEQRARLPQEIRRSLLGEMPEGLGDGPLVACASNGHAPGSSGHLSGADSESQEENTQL
ssDAF-12 act: activates DAF-12 receptor from parasite S. stercoralis; HEK293 ssDAF-12/GRIP1 lit1-tk-luc reporter, luminescence; % of 3 µM dafachronic acid response; hit rate 1% among 370,000; activation, % at 6.8 µM;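 active means activation above the mean over all tested compounds plus 3 SD, cut at about 0.9% in these data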;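 further: 0% = DMSO-only wells and 100% = 3 µM delta7-dafachronic acid wells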
HGIII-sPLA2 inh: Blocks human group III sPLA2 activity. Q9NZ20. AID 743126. hit rate 0.56% among 370,000. inhibition, % at 12.2 µM. QFRET BODIPY PC-A2 liposome hydrolysis, fluorescence;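 active means inhibition above mean plus 3 SD of compounds lying within the high and low control bounds, cut at about 19% in these data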;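 further: 0% = median of test compound wells and 100% = no enzyme DMSO wells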
Rev-erbA mod: Rev-erb alpha (human) modulation. Rev-erbα–FITC-DNA binding, fluorescence polarization, 90 min. hit rate 0.79% among 370,000. activity, % at 10 µM. P20393;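 active means activity above about 14%, limit read from the data; passing the limit was not always enough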;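 further: 0% = DMSO wells with 35 nM protein and 100% = DMSO wells with 750 nM protein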
GAA850 FXN act: increases GAA850 frataxin promoter reporter activity; HEK293 lucGAA850 FXN promoter luciferase reporter, 24 h; percent of 10 µM SAHA response; activation, % at 6 µM; hit rate 0.56% among 360,000;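 active means activation above the average of all compounds screened plus 3 SD, cutoff fixed separately per campaign, cut at about 7.5% in these data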;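 further: 0% = DMSO wells and 100% = 10 µM SAHA wells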
DAX1 inh-1: NR0B1 (DAX1) inhibition | P51843 | HEK293 Gal4-DAX1 luciferase reporter, luminescence | inhibition, % at 6.75 µM | hit rate 0.99% among 340,000 | AID 504766;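 active means inhibition above the mean over all tested compounds plus 3 SD, cut at about 4.2% in these data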;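 further: 0% = DAX1-transfected cells with DMSO and 100% = empty-vector control cells with DMSO; inhibition shows as a rise in luminescence from relieved DAX1 repression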
PG9 Ab binder: PG9 antibody binding by small molecule. TR-FRET gp120-PG9 antibody binding. inhibition, % at 6.7 µM. hit rate 0.43% among 360,000. AID 624416; in the data active means inhibition above about 8.5%
hgDAF-12 ag: agonists of H. glycines DAF-12 nuclear receptor | activation, % at 6.8 µM | HEK293 GAL4-hgDAF12 UAS-luciferase reporter, agonist luminescence; normalized to butyrate control | hit rate 1.8% among 370,000 | AID 687014;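 active means activation above a cutoff set at the mean of all screened compounds plus 3 SD, cut at about 10% in these data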;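 further: 0% = DMSO wells and 100% = sodium butyrate wells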
hcDAF-12 act: H. contortus DAF-12 activation, primary screen. HEK293 hcDAF-12 lit1-tk-luc reporter, luminescence; 0% DMSO, 100% Δ7-dafachronic acid. activation, % at 6.8 µM. hit rate 1.4% among 370,000;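 active means activation above the mean of all tested compounds plus 3 SD, cut at about 5.5% in these data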;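 further: 100% = response to 3 µM Δ7-dafachronic acid high control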
DAX1 inh-2: blocks DAX1 repression of SF-1 activated StAR promoter. HEK293T StAR-luciferase reporter, SF-1/DAX-1 repression relief. inhibition, % at 6.8 µM. hit rate 1.1% among 370,000. AID 652010;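 active means inhibition above the mean over all tested compounds plus 3 SD, cut at about 3.6% in these data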;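 further: 0% = DAX-1 cells with DMSO and 100% = cells lacking DAX-1 with DMSO; higher inhibition means more luminescence from relief of DAX-1 repression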
SMARCA2 activ: SMARCA2 function activation, primary screen; MG213 cells, MMTV-luciferase reporter, dexamethasone, overnight; activation, % at 9.1 µM; hit rate 1% among 370,000; AID 652017; in the data active means activation above about 7.8%;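 further: 0% = vehicle wells and 100% = reference activator wells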
* = called active by the depositor; · = no result given.

cpd	molecule	PLC-beta3 inh	ssDAF-12 act	HGIII-sPLA2 inh	Rev-erbA mod	GAA850 FXN act	DAX1 inh-1
1	C[C@@H](CO)NC(=O)c1ccc2c3n(nc2c1)-c1ccccc1CO3	-107	0.5	8	-2	4.9	-2.5
2	CN(CC(=O)Nc1ccc(F)cc1[N+](=O)[O-])C1CCS(=O)(=O)C1 (stereo not given)	-1	-0.3	0	3	-0.1	0.1
3	NS(=O)(=O)c1cccc(NC(=O)COC(=O)Cn2cnc3ccccc32)c1	-7	-1.4	-2	6	0.6	0.8
4	CCc1ccc(-c2cc(C)no2)cc1S(=O)(=O)NC(C)Cc1ccco1 (stereo not given)	-7	-1.6	-27	-2	3.8	0.1
5	CCOC(=O)c1ccc(/[N+]([O-])=C/c2ccccc2)cc1	2	-0.2	6	-2	3.3	0.1
6	O=C(Cn1cc(C(F)(F)F)ccc1=O)N1CCN(S(=O)(=O)c2ccccc2)CC1	3	-0.7	-4	-5	-0.6	-1.6
7	O=C(Nc1ccc(Br)cc1)C1CC=CCC1C(=O)OCC1CCCO1 (stereo not given)	0	-1.7	1	-1	2.7	-0.7
8	COC(=O)N[C@H]1CC=C[C@@H]1Cc1cccc(Oc2ccccc2)c1	-5	-1.3	-1	-2	·	·

cpd	PG9 Ab binder	hgDAF-12 ag	hcDAF-12 act	DAX1 inh-2	SMARCA2 activ
1	-3.1	10	5.0	2.8	7
2	-0.7	1.3	1.7	-0.6	-2
3	0.0	3.6	0.4	0.4	-2
4	-1.3	-2.9	-0.5	-2.8	-1
5	-3.4	2.3	-1.3	-0.1	4
6	0.9	0.5	-0.9	-0.1	-2
7	-1.8	-0.6	1.0	0.4	-2
8	-1.5	-1.1	-0.1	-0.3	-1

(further entries)
cpd	molecule	PLC-beta3 inh	ssDAF-12 act	HGIII-sPLA2 inh	Rev-erbA mod	GAA850 FXN act	DAX1 inh-1
9	O=C(Nc1cccc2ccccc12)N1CCN(c2ccccc2)CC1	-36	-0.7	0	2	0.8	0.4
10	COc1ccc(C(=O)NC2CCCCC2)cc1S(=O)(=O)N1CCCC1	5	-0.7	-1	-2	-1.0	0.1
11	CCC(Oc1ccccc1)C(=O)Nc1nnc(S(=O)(=O)N2CCCCC2)s1 (stereo not given)	-7	-0.9	-21	-4	0.9	-0.2
12	CCN(CC(=O)Nc1ccccc1Br)Cc1nc2ccccc2c(=O)[nH]1	-2	-1.2	1	1	-0.9	0.0
13	CCOc1ccc2c(c1)C(c1ccc(C)cc1)=NNC(c1ccc(OC)cc1)=N2	-5	-1.3	7	2	2.1	-0.8
14	CCOC(=O)N1CCN(S(=O)(=O)c2ccc(OC)c(Cl)c2Cl)CC1	0	-1.0	-4	-4	1.7	0.1
15	CCOC(=O)C1CCCN(S(=O)(=O)c2c(C)[nH]c(C)c2C(=O)N2CCCC2)C1 (stereo not given)	-3	-0.4	6	1	1.1	0.9
16	CCCOC(=O)C1C2C=CC(C2)C1C(=O)OCC(=O)c1ccccc1 (stereo not given)	2	-1.0	-6	1	-0.6	0.0

cpd	PG9 Ab binder	hgDAF-12 ag	hcDAF-12 act	DAX1 inh-2	SMARCA2 activ
9	-0.8	0.2	-0.6	0.1	2
10	-2.0	-1.2	-0.6	-0.6	-1
11	-0.2	-1.9	0.1	0.0	-3
12	2.7	-0.6	-0.8	-0.2	-2
13	-0.2	3.6	-0.7	0.2	1
14	2.2	0.1	1.7	0.6	0
15	-0.3	-1.4	-0.8	-0.3	0
16	-0.8	-2.4	-0.4	-0.7	-2

The listing continues.
cpd	molecule	PLC-beta3 inh	ssDAF-12 act	HGIII-sPLA2 inh	Rev-erbA mod	GAA850 FXN act	DAX1 inh-1
17	COc1ccccc1NC(=O)COc1ccccc1	-1	-0.8	-2	-4	1.8	3.4
18	O=C(CN1C(=O)NC2(CCCCC2)C1=O)N1CCc2ccccc2C1	-1	-1.6	-4	6	3.2	2.9
19	COc1ccc(N(C(=O)c2snc(C(N)=O)c2N)C(C(=O)NC2CCCC2)c2cccs2)c(OC)c1 (stereo not given)	-35	-0.7	-8	8	1.6	1.7
20	CCOC(=O)c1ccc(NC(=S)NC2CCCC2)cc1	0	-1.3	3	4	2.2	0.1
21	Cc1ccc(C(=O)N2CCC(C)CC2)cc1S(=O)(=O)N1CCCCC1	-8	-0.9	3	9	3.2	0.3
22	C=CCNc1nc(-c2ccccc2)nc(-n2ccnc2)n1	1	-0.7	-1	0	5.7	0.5
23	CCN(CC)c1ccc(C=C2SC(=S)NC2=O)cc1	-78	-0.4	-4	39*	0.1	0.0
24	Fc1ccccc1N1CCN(C2CCN(Cc3c[nH]c4ccccc34)CC2)CC1	2	1.3*	-12	-1	1.4	-0.2

cpd	PG9 Ab binder	hgDAF-12 ag	hcDAF-12 act	DAX1 inh-2	SMARCA2 activ
17	-0.1	3.6	4.8	1.2	0
18	0.8	-2.0	-1.6	0.1	0
19	0.3	0.2	0.2	0.3	-1
20	-1.1	5.8	-0.1	0.6	-1
21	0.5	0.3	-2.8	-1.3	0
22	1.1	0.5	-0.7	-0.7	-3
23	-6.6	1.6	0.3	1.1	-2
24	1.5	0.6	3.4	-0.5	-4

Continued:
cpd	molecule	PLC-beta3 inh	ssDAF-12 act	HGIII-sPLA2 inh	Rev-erbA mod	GAA850 FXN act	DAX1 inh-1
25	CC(=O)NC(CCS(C)(=O)=O)C(=O)Nc1cccc(Cl)c1Cl (stereo not given)	2	0.1	-4	-8	1.0	0.1
26	C(=C\c1ccccc1)/CSc1ccccn1	-1	-1.2	6	1	1.8	4.4*
27	COc1ccc(-c2nc(C(N)=O)c3[nH]c(=O)n(-c4cccc(C)c4)c3n2)c(OC)c1	-17	-1.8	11	-7	3.3	0.0
28	O=C1C=C(c2ccccc2)CC(/C=C/c2ccccc2)C1 (stereo not given)	1	-0.7	-7	5	0.4	-0.3
29	Cc1ccc(-c2nc3cccnc3s2)cc1NS(C)(=O)=O	-206	-0.1	-4	0	6.3	1.2
30	Cc1ccc(NC(=O)c2ncn(CCCNCC3CCCO3)n2)cc1C (stereo not given)	1	-1.2	9	3	-0.3	1.2
31	O=C(C1=C(O)C(=O)N(CCN2CCOCC2)C1c1cccs1)c1cc2ccccc2o1 (stereo not given)	-40	0.2	-4	-4	0.5	1.1
32	CCOc1ccc2c(S(=O)(=O)O)cccc2c1[N+](=O)[O-]	-2	-0.9	-3	5	1.2	-0.1

cpd	PG9 Ab binder	hgDAF-12 ag	hcDAF-12 act	DAX1 inh-2	SMARCA2 activ
25	2.1	-1.0	1.6	0.3	2
26	-1.1	7.0	2.9	1.5	4
27	0.8	0.5	-3.6	-2.7	-2
28	-0.4	1.3	0.2	0.8	2
29	9.2*	14*	6.4*	2.8	3
30	-0.9	-0.5	-0.4	-0.1	0
31	5.6	3.9	3.0	0.0	3
32	2.4	-4.5	-0.4	-1.2	0

The listing continues:
cpd	molecule	PLC-beta3 inh	ssDAF-12 act	HGIII-sPLA2 inh	Rev-erbA mod	GAA850 FXN act	DAX1 inh-1
33	COCCNC(=O)C(c1ccncc1)N(C(=O)Cn1nnc2ccccc21)c1ccc(OC)cc1 (stereo not given)	-1	0.6	-3	-1	1.1	2.8
34	O=c1oc(-c2cccs2)nc2sc3c(c12)CCCCC3	-9	-1.3	11	5	-1.5	0.5
35	CN(CC(=O)NCc1ccncc1)S(=O)(=O)c1ccc(F)cc1	1	-1.6	3	-1	2.3	0.6
36	CCOc1ccc(C(=O)COC(=O)c2c(-c3ccccc3)noc2C)cc1	-11	-1.6	-16	-5	-2.9	-2.5
37	Cc1cc(F)ccc1C(O)c1ncc(-c2ccccc2)[nH]1 (stereo not given)	0	-0.4	11	-3	-0.5	·
38	COC(=O)c1cc2c([nH]c1=O)CCCC2=O	-12	-0.7	4	6	0.5	3.4
39	CC(=NCCc1ccccc1)C1=C(O)C(c2ccccc2)OC1=O (stereo not given)	0	-2.0	-3	-6	3.6	0.5
40	COC(=O)c1cccc(C23CC4(C2)[C@H](CN(Cc2cccnc2)[C@@H]4c2ccccc2)C3c2ccc(Cl)nc2)c1 (stereo not given in full)	-2	-1.6	2	1	-2.6	-0.6

cpd	PG9 Ab binder	hgDAF-12 ag	hcDAF-12 act	DAX1 inh-2	SMARCA2 activ
33	1.3	-1.2	-0.6	-0.2	1
34	-0.6	-2.1	-0.4	0.7	0
35	-1.3	-0.5	1.0	0.4	8.3*
36	1.1	2.6	-1.4	-4.3	-2
37	-1.9	-0.2	-0.6	-0.8	-6
38	1.4	0.1	1.1	0.8	-2
39	1.0	5.2	-1.4	0.1	-3
40	0.4	-1.7	-1.9	0.0	-2

Next section:
cpd	molecule	PLC-beta3 inh	ssDAF-12 act	HGIII-sPLA2 inh	Rev-erbA mod	GAA850 FXN act	DAX1 inh-1
41	Cc1ccc(C(=O)CSc2nc(C)cc(=O)[nH]2)cc1	0	-1.8	-17	0	-2.7	-0.7
42	CC(c1nnc(Sc2nnnn2-c2ccccc2)n1-c1ccc(F)cc1)N(C)C (stereo not given)	-6	-0.9	0	-2	0.5	-1.1
43	Cc1ccc(S(=O)(=O)c2nc(S(C)(=O)=O)sc2N2CC(C)OC(C)C2)cc1 (stereo not given)	-6	-0.7	3	-3	-0.2	0.8
44	CC(O)c1nc2ccccc2n1C/C=C/c1ccccc1 (stereo not given)	0	-0.5	-4	0	-0.7	-1.4
45	O=c1c2cc(Cl)ccc2[nH]c(=S)n1Cc1ccccn1	-8	-0.5	14	7	2.5	-0.9

cpd	PG9 Ab binder	hgDAF-12 ag	hcDAF-12 act	DAX1 inh-2	SMARCA2 activ
41	-1.2	1.6	0.1	0.1	8.2*
42	0.4	-1.6	-0.6	0.3	-1
43	-1.0	-1.0	-1.9	0.2	-3
44	-0.9	1.2	0.6	0.6	-2
45	-0.1	3.5	-0.6	0.3	3

Compound activity: PubChem BioAssay, several laboratories
